TMEM16A inh – mouse TMEM16A channel inhibition, primary screen; 1.2% of 310,000 active; HEK293 TMEM16A/YFP iodide influx fluorescence, ionomycin; Q8BHY3; normalized B-score (activity score, 25-100; higher = stronger inhibition) at 10 µM;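 active = ratio plate-corrected score three or more library SD toward inhibition, starting fluorescence score within five deviations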;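 also: score derived from kinetic fluorescence span divided by baseline fluorescence per well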
TRPC6 inhibitor – blocks the mouse TRPC6 cation channel. 1.1% of 310,000 active. HEK293-TRPC6, membrane potential dye, ACh-evoked depolarization; active compounds read low. Q61143. AID 2553. B-score at 10 µM;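 active = B-score under library mean minus 3 SD, initial fluorescence not abnormally high, positive integrated signal ratio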;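 also: B-score derived from integrated fluorescence ratio over the kinetic read; more negative B-score means stronger inhibition of depolarization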
TRPC4 act – activators of mouse TRPC4 channel; 0.49% of 310,000 active; B-score at 10 µM; HEK293 TRPC4beta/mu-opioid, Fluo4 calcium fluorescence; active compounds read high; Q9QUQ5;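 active = B-score above 5 SD of library B-scores, and initial fluorescence ratio not above library mean plus 5 SD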;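 also: positive B-score marks a calcium rise read as TRPC4 activation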
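Material: TRPC4beta and mu-opioid receptor HEK293 stable cells | Incubation: 45 min room-temperature Fluo4 loading, 110 s read | Detection: Kinetic Fluo4 calcium fluorescence | Measure: Integrated baseline-normalised fluorescence ratio, converted to per-well B score | Benchmarks: Low control buffer alone, high control maximal DAMGO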
TRPC6 activator – mouse TRPC6 channel activation; HEK293-TRPC6 membrane potential dye fluorescence; active compounds read high; 0.13% of 310,000 active; Q61143; B-score at 10 µM;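 active = B-score of the integrated fluorescence ratio above library mean plus 3 SD, and starting fluorescence ratio within library mean plus 5 SD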;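 also: higher score means more depolarization so channel activation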
MrgX1 allo act – human MrgX1 positive allosteric modulation, primary screen | Q96LB2 | MrgX1-HEK293, Fluo-4 calcium flux, FDSS; active compounds read high | B-score at 10 µM | 0.63% of 310,000 active | AID 588675;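 active = plate-corrected calcium response at least 3 library SD above typical, normal starting fluorescence, not activating the receptor alone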;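 also: compound read alongside a low EC10 to EC30 dose of BAM8-22 agonist; peak minus trough fluorescence over baseline measured at the second addition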
Target sequence (Q96LB2 whole entry, looked up): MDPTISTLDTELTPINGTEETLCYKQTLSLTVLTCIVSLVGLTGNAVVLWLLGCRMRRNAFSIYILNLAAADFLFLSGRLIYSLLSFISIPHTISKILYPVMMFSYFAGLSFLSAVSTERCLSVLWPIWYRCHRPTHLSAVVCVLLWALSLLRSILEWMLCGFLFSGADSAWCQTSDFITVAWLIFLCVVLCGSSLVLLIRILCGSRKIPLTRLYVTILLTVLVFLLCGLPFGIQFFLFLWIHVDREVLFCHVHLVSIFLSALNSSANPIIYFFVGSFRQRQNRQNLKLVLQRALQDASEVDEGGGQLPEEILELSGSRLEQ
MrgX1 ag – human MrgX1 receptor agonism, primary screen | 0.44% of 310,000 active | B-score at 10 µM | MrgX1-HEK293 cells, Fluo-4 calcium fluorescence, agonist mode; active compounds read high | Q96LB2;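 active = calcium response B-score plate-corrected fluorescence ratio at least 3 library SD, with starting fluorescence B-score inside 5 SD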
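System: HEK293 cells stably expressing human MrgX1 receptor; Dosing: test compound in the initial addition of three; Schedule: overnight plating, then 30 min 37 °C plus 30 min room-temperature dye loading; Detection: kinetic calcium dye fluorescence, Fluo-4 NW; Controls: per-plate positive and negative controls for Z′ factor.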
TRPC4 block – inhibitors of mouse TRPC4 channel. Q9QUQ5. HEK293 TRPC4beta/mu-opioid, DAMGO-evoked Fluo4 calcium flux; active compounds read low. B-score at 10 µM. 0.39% of 300,000 active;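 active = B-score over 3 SD under the library average, no early fluorescence shift, positive overall ratio signal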
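Assay system: TRPC4beta/mu-opioid receptor HEK293 cell line; compound dosing: single concentration per test compound; detection: Fluo4 Ca2+ flux fluorescence; evaluation: per-well B score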
TRPC4 potent – allosterically enhances the mouse TRPC4 cation channel. Q9QUQ5. HEK293 TRPC4beta/mu-opioid, DAMGO EC20, Fluo-4 Ca2+ flux; active compounds read high. B-score at 10 µM. 0.42% of 310,000 active. AID 2227;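 active = B-score of calcium response area above 5 SD of library B-scores, with initial fluorescence ratio within 5 SD of library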;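 also: B-score of integrated fluorescence ratio over time as area under calcium response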
SKKanGAS inh – blocks kanamycin growth of S. pyogenes SKKanGAS strain; inhibition, % at 7.5 µM; 1.3% of 300,000 active; BacTiter-Glo, 6 h;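 active = mean replicate score, as percent of positive control median, at least 50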;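 also: strain carries kanamycin resistance gene driven by streptokinase promoter and grows in 40 µg/ml kanamycin; loss of luminescence reflects streptokinase promoter inhibition or plain growth inhibition; 0% = median of DMSO wells and 100% = positive control at its reference dose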
TMEM16A act – activators or potentiators of mouse TMEM16A chloride channel; HEK293 TMEM16A/YFP-H148Q/I152L, iodide quench fluorescence; active compounds read low; Q8BHY3; B-score at 10 µM; 0.3% of 340,000 active;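 active = fluorescence-ratio B-score plate-corrected deviation score at least 3 library SD below zero, with starting fluorescence score within 5 deviations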;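 also: channel opened by trigger with iodide after compound preincubation; score built on the fluorescence ratio of max minus min over baseline; more negative score means more quench and so TMEM16A activation or potentiation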
MrgX1 antagonist – human MrgX1 receptor antagonism, primary screen; B-score at 10 µM; MRGX1-HEK293 calcium flux, Fluo-4, BAM8-22 antagonism; active compounds read low; AID 588676; Q96LB2; 1.3% of 310,000 active;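 active = calcium-response B-score plate-corrected more than 3 library SD below zero, starting fluorescence within 5 deviations, no agonist response on first addition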;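 also: peak minus trough fluorescence over baseline after final BAM8-22 challenge near maximal dose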
Active calls of the source: *; i = inactive; . = not tested or not shown.

SMILES	TMEM16A inh	TRPC6 inhibitor	TRPC4 act	TRPC6 activator	MrgX1 allo act	MrgX1 ag	TRPC4 block	TRPC4 potent	SKKanGAS inh	TMEM16A act	MrgX1 antagonist
C[C@]12CC[C@@H]3c4ccc(O)cc4CC[C@H]3[C@@H]1CCC2=O	i	i	i	i	i	i	i	i	-2	i	i
COc1ccc(CCN2C(=O)CC(NNC(=O)c3ccccc3Br)C2=O)cc1OC (stereo not given)	i	i	i	i	i	i	i	i	-8	i	i
COc1cc(NC(=O)CCn2c(=S)oc3ccccc32)cc(OC)c1OC	i	i	i	i	i	i	i	i	-4	i	i
COc1ccc(OC)c(NC(=O)CCN2CCN(CCO)CC2)c1	i	i	i	i	i	i	i	i	7	i	i
NCC(=O)c1cccc2ccc[n+]([O-])c12	i	i	i	i	i	i	i	i	-4	i	i
CC1Oc2ccccc2N(CC(=O)NCCc2ccccc2)C1=O (stereo not given)	i	i	i	i	i	i	.	i	-4	i	i
COc1ccc(C(=O)NCCc2cn3ccc(C)cc3n2)cc1	i	i	i	i	i	i	i	i	4	i	i
COC(=O)c1ccc(Sc2ccc(F)cc2)c(N)c1	i	i	i	i	i	i	i	i	-3	i	i
O=C(O)c1ccc(-c2nc3ccccc3[nH]2)cc1	i	i	i	i	i	i	i	i	-13	i	i
NC(=O)CS(=O)(=O)c1nc2ccccc2n1CC(=O)N1CCCCC1	i	i	i	i	i	i	i	i	-5	i	i
O=C(Cn1cnc2c(nnn2Cc2ccc(Cl)cc2)c1=O)NCc1ccco1	i	i	i	i	i	i	i	i	-15	i	i
Cc1oc2ccc(OCc3c(F)cccc3Cl)cc2c1C(=O)O	i	i	i	i	i	i	i	i	6	i	i
Cc1ccccc1CSc1nnc(NC(=O)Cc2cccs2)s1	i	i	i	i	i	i	i	i	3	i	i
CC(=O)N1N=C(c2cccs2)CC1c1cc2cc(C)ccc2nc1Cl (stereo not given)	i	i	i	i	i	i	i	i	-4	i	i
COc1ccc(C(=O)/C(C)=N/O)cc1OC	i	i	i	i	i	i	i	i	-2	i	i
CCCn1cc(SCC(=O)NC2CCCC2)c2ccccc21	i	i	i	i	i	i	i	i	1	i	i
CCCCNC(=O)CSc1nc2n[nH]c(C)c2c(=N)n1-c1cccc(Cl)c1C	25*	i	i	i	i	i	i	i	-12	i	i
COc1cccc(CSCC(=O)NCCc2ccccc2)c1OC	i	i	i	i	i	i	i	i	-4	i	i
Cc1ccc(NC(=O)CN(C)C2CCCCC2)cc1Cl	i	i	i	i	i	i	i	i	0	i	i
CCCNC(=O)N1CCN(c2ncccn2)CC1	i	i	i	i	i	i	i	i	10	i	i
NC(=O)C1CCN(C(=O)c2cc3ccccn3n2)CC1	i	i	i	i	i	i	i	i	-2	i	i
Cc1ccc(N2C(=O)C3C(C2=O)C2C=CC3C23CC3)c([N+](=O)[O-])c1 (stereo not given)	i	i	i	i	i	i	i	i	8	i	i
CCCCCn1c(SCC(=O)OC)nc2c1c(=O)[nH]c(=O)n2C	i	i	i	i	i	i	i	i	2	i	i
CC(c1ccco1)N(C(=O)CSc1ccc(Br)cc1)c1ccccn1 (stereo not given)	100*	i	i	i	i	i	i	i	0	i	i
COc1ccc(Nc2nc(C(=O)N3CCc4ccccc4C3)cs2)cc1	i	i	i	i	i	i	i	i	6	i	i
Cc1cc(C)n2c(SCC(=O)NCc3ccc4c(c3)OCO4)nnc2n1	i	i	i	i	i	i	i	i	-7	i	i
Cc1nc2scc(C)n2c(=O)c1S(=O)(=O)N1CCN(c2ccccc2F)CC1	i	i	i	i	i	i	i	i	2	i	i
COC(=O)C1C(=O)c2c([nH]c(C(=O)OC3CCCC3)c2C)CC1C (stereo not given)	i	i	i	i	i	i	i	i	-5	i	i
CC(C(=O)Nc1ccc(C(=O)O)c(O)c1)N1C(=O)/C(=C\c2ccco2)SC1=S (stereo not given)	i	i	i	i	i	i	i	i	14	i	i
Cc1cc2nc(SC(C)C(=O)O)[nH]c2cc1C (stereo not given)	i	i	i	i	i	i	i	i	-8	i	i
O=C(c1ccccc1)N1CCN=C1c1ccccc1	i	i	i	i	i	i	i	i	-2	i	i
COc1ccc(OCCNc2c([N+](=O)[O-])c(=O)oc3ccccc23)cc1	i	i	i	i	i	i	i	i	28	i	i
CCN(CC)C(=O)COc1coc(CN2CCN(c3ccc(F)cc3)CC2)cc1=O	i	i	i	i	i	i	i	i	-2	i	i
Cc1cc2ncn(N)c2cc1C	i	i	i	i	i	i	i	i	-10	i	i
Cn1c(SCC(=O)N/N=C/C=C/c2ccccc2[N+](=O)[O-])nc2ccccc21	i	i	i	i	i	i	i	i	-4	i	i
COc1ccccc1/C=N/NC(=O)C(C)Cn1cnc2ccccc21 (stereo not given)	i	i	i	i	i	i	i	i	-13	i	i
O=C(O)c1ccc(N2CCCS2(=O)=O)cc1	i	i	i	i	i	i	i	i	-15	i	i
NC1=NC[C@H](c2ccccc2)N1CCCCC1CCCCC1	i	i	i	i	i	i	i	i	-1	i	i
COc1ccc(CN(CCCN2CCOCC2)C(=O)Nc2ccccc2)cc1OC	i	i	i	i	i	i	i	i	-7	i	i
CC(C)c1ccc(NC(=O)C2CCN(S(=O)(=O)c3ccc4c(c3)NC(=O)CO4)CC2)cc1	i	i	i	i	i	i	i	i	-8	i	i

Compound profiles (already shown).
COc1ccc(CCN2C(=O)CC(NNC(=O)c3ccccc3Br)C2=O)cc1OC (stereo not given) in the list: TMEM16A inh: i; TRPC6 inhibitor: i; TRPC4 act: i; TRPC6 activator: i; MrgX1 allo act: i; MrgX1 ag: i; TRPC4 block: i; TRPC4 potent: i; SKKanGAS inh: -8; TMEM16A act: i; MrgX1 antagonist: i
Cc1cc(C)n2c(SCC(=O)NCc3ccc4c(c3)OCO4)nnc2n1 in the list: TMEM16A inh: i; TRPC6 inhibitor: i; TRPC4 act: i; TRPC6 activator: i; MrgX1 allo act: i; MrgX1 ag: i; TRPC4 block: i; TRPC4 potent: i; SKKanGAS inh: -7; TMEM16A act: i; MrgX1 antagonist: i

(continued)
SMILES	TMEM16A inh	TRPC6 inhibitor	TRPC4 act	TRPC6 activator	MrgX1 allo act	MrgX1 ag	TRPC4 block	TRPC4 potent	SKKanGAS inh	TMEM16A act	MrgX1 antagonist
O=C(NCCCNC(=O)c1ccc(Cl)cc1Cl)c1ccco1	i	i	i	i	i	i	i	i	-1	i	i
Cc1ccc(S(=O)(=O)NCCC(=O)NCC(c2cccs2)N2CCOCC2)cc1 (stereo not given)	i	i	i	i	i	i	i	i	-11	i	i
O=C(Cc1ccccc1)NCC1COc2ccccc2O1 (stereo not given)	i	i	i	i	i	i	i	i	0	i	i
Cc1ccc(S(=O)(=O)N2CCN(S(=O)(=O)N3CCC(C)CC3)CC2)cc1C	i	i	i	i	i	i	i	i	0	i	i
CC(NC(=O)c1sc2cc([N+](=O)[O-])ccc2c1Cl)C(C)(C)C (stereo not given)	i	i	i	i	6.9*	i	i	i	-1	i	i
Cc1ccccc1CSc1nnc(-c2ccco2)n1Cc1ccco1	i	i	i	i	i	i	i	i	1	i	i
NC(=O)[C@@H]1CCCN1Cc1nc(Cc2ccccc2Cl)no1	i	i	i	i	i	i	i	i	-6	i	i
CN1CCN(CC(=O)NC2CCCCC2)CC1	i	i	i	i	i	i	i	i	-2	i	i
O=C(CCc1nnc(CCCCc2ccccc2)o1)NCCc1cccnc1	i	i	i	i	i	i	i	i	-1	i	i
O=c1c(C(c2ccccc2)c2c(O)nc3n(c2=O)CCCS3)c(O)nc2n1CCCS2	i	i	i	i	i	i	i	i	7	i	i
COc1ccc(-c2nc3cnccn3c2NC(C)(C)CC(C)(C)C)cc1O	i	i	i	i	i	i	i	i	17	i	i
COc1ccccc1NC(=O)C1=C(C)N(c2ccccc2)C(=S)NC1c1cccc(C(F)(F)F)c1 (stereo not given)	i	i	i	i	i	i	i	i	7	i	i
CCOC(=O)c1[nH]c2ccc(F)cc2c1N=C(C)N(CC)CC	i	i	i	i	i	50*	i	i	5	i	i
C=CCN1C(=O)C(C)S/C1=N\S(=O)(=O)c1ccc(Cl)cc1 (stereo not given)	i	i	i	i	i	i	i	i	3	i	i
O=C(c1ccc2nc[nH]c2c1)N1CCN(c2cccc(C(F)(F)F)c2)CC1	i	i	i	i	i	i	i	i	-8	i	i
CC1(C)CC(CC(=O)Nc2ccccc2[N+](=O)[O-])C(=O)O1 (stereo not given)	i	i	i	i	i	i	i	i	5	i	i
COc1ccc(Br)cc1CN1CCN(Cc2c[nH]c3ccccc23)CC1	i	i	i	i	i	i	i	i	-3	i	i
CSc1nsc(SCC(=O)NCc2ccc(C)cc2)n1	i	i	i	i	i	i	i	i	-2	i	i
CCC(=O)Nc1ccc(C(=O)COC(=O)C(CCSC)NC(=O)COc2ccccc2)cc1 (stereo not given)	i	i	i	i	i	i	i	i	-5	i	i
Cc1ccccc1CC(=O)Nc1cc(C(C)(C)C)on1	i	i	i	i	i	i	i	i	-2	i	i
CCOc1ccccc1Nc1cc2n(c(=O)n1)CCc1cc(OC)c(OC)cc1-2	i	i	i	i	i	i	i	i	0	i	i
Cc1cccc(-n2c(CCn3nc(C)c([N+](=O)[O-])c3C)n[nH]c2=S)c1	i	i	i	i	i	i	i	i	-2	i	i
CC(C)=NN1C(c2nonc2N)=NOC1(C)C	i	i	i	i	i	i	i	i	-2	i	i
CCOC(=O)Nc1ccc2nc(N3CCCCCC3)sc2c1	i	i	i	i	i	i	i	i	-6	i	i
COc1nc(C)ccc1-c1noc(-c2cccs2)n1	i	i	i	i	i	i	i	i	-6	i	i
CCC1CCCCN1C(=O)CSc1nc(N)c(NC(=O)c2ccco2)c(=O)[nH]1 (stereo not given)	i	i	i	i	i	i	i	i	-3	i	i
COC(=O)Cc1c(C)c2ccc(OCC(=O)N3CCOCC3)cc2oc1=O	i	i	i	i	i	i	i	i	-1	i	i
COc1cccc(CN2C(=O)[C@@H]3Cc4c([nH]c5ccccc45)C(C)(C)N3C2=O)c1	25*	i	i	i	i	i	i	i	8	i	i
CCn1c(SCC(=O)Nc2ccc3[nH]c(=O)[nH]c3c2)nnc1-c1ccccc1	i	i	i	i	i	i	i	i	-5	i	i

Screens deposited in PubChem by several laboratories.
